# aSyn yeast rescue: qHTS of alpha-syn Inhibitors: NCGC Sytravon Library Screen; S. cerevisiae alpha-synuclein toxicity rescue, BacTiter-Glo growth, 24 h; Potency, µM (top dose mostly 46.1 µM), inactives show at the highest dose growth rescue (activation), hits mostly activators; hit rate 0.02% among 94,000; AID 1347070, 2019; active means well fitted activation curve with a large enough effect; further: 0% is about no effect
#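 Growth restoration measured by BacTiter-Glo luminescence after 24 hr at 30 deg C; alpha-synuclein yeast, raffinose-pregrown to mid-log, were added at OD600=0.02 in galactose medium onto pinned compounds.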
# Starred values were filed as active, the others as inactive; [ ] = dose if it differs, or a comment. Potency means the concentration at half of the fitted maximal effect. The list is partial. The share of hits here may be higher or lower than overall.
SMILES,aSyn yeast rescue
COCOCCn1cc(CN2CCS(=O)(=O)N(Cc3ccc(-c4cccc(N(C)C)c4)cc3)C(C(C)C)C2=O)nn1 (configuration not stated),-3%
COc1ccc(N(C(=O)c2ccco2)C(C(=O)NC2CCCC2)c2cccs2)cc1 (configuration not stated),0%
O=c1c2cc3c(cc2n(Cc2ccc(F)cc2)c(=O)n1Cc1nc(-c2ccccc2)no1)OCO3,3%
CCN(CC)CCCN=Cc1c(-c2ccccc2)[nH]n(-c2nc3ccccc3s2)c1=O,-7%
COc1ccc(Cn2ccc3nc(C)c(C(=O)Nc4ccc(OC)c(OC)c4)cc3c2=O)cc1,4%
CCN1CCN(Cc2ccc(NC(=O)c3cc(NC(=O)C4=NN(c5ccccc5)C(=O)C4)cc(OC)c3)cc2C(F)(F)F)CC1,-18%
CC1=C(c2ccc(C(C)C)cc2)S(=O)(=O)N=C1N1CCC(C(=O)NCc2ccco2)CC1,5%
Cc1ccc(CCNC(=O)C2CCCN(c3nnc(C)c4c(C)n(-c5ccccc5)nc34)C2)cc1 (configuration not stated),1%
CN(C)CCn1c2c(c(SCC(=O)NCc3ccccc3)nc1=O)CCC2,9%
COc1ccc(OCC(=O)Nc2nnc3n2CCS3)cc1,-4%
O=C(Cc1ccc(F)cc1)Nc1nnc2n1CCS2,-6%
Nc1nc2ccccc2n1/N=C/c1ccc2c(c1)OCO2,16%
CCOC(=O)C1CCCN(S(=O)(=O)c2csc(C(N)=O)c2)C1 (configuration not stated),-10%
COc1ccc(Cn2c(SCC(N)=O)nc3c(sc4ccccc43)c2=O)cc1,-2%
CCOC(=O)c1ccc2[nH]c(CSc3nnc(-c4cccc(F)c4)n3C)cc(=O)c2c1,4%
COc1ccc(Oc2nc3c(c(=O)n(C)c(=O)n3C)n2Cc2ccc(Cl)cc2Cl)cc1,3%
NS(=O)(=O)c1ccccc1,3%
Cc1ccc(S(=O)(=O)Nc2ccc(C(=O)NCCCN3CCOCC3)cc2)cc1[N+](=O)[O-],0%
COc1ccc(-n2cnnc2SCC(=O)NC2CC2)cc1,4%
COc1ccc2c(Sc3ccccc3)c(C(=O)NCC(C)c3ccccc3)[nH]c2c1 (configuration not stated),-1%
CN1/C(=C/C=C/c2n(C)c3cc([N+](=O)[O-])c([N+](=O)[O-])cc3[n+]2C)C(C)(C)c2ccccc21,-43%[inhibitor]
CCCC1NC(=O)c2cccnc2-n2c1nc1ccc(C)cc1c2=O (configuration not stated),-4%
NC1=NC(c2cc(F)cc(F)c2)n2c(nc3ccccc32)N1 (configuration not stated),1%
CC(=O)c1cccc(NC(=O)CSc2nc(=O)n(Cc3cccnc3)c3c2CCC3)c1,2%
CC(=O)Nc1nonc1-c1nnc(SCC(=O)Nc2cc(C)cc(C)c2)n1-c1ccccc1,0%
CCOc1ccccc1OCCCC(=O)Nc1cc(S(=O)(=O)N2CCCCC2)ccc1C,-4%
C/C(=N\NC(=O)c1cccc(S(=O)(=O)N2CCCC2)c1)c1ccc(OCC(=O)N(C)C)cc1,-13%
COc1cc(C(=O)NCCCN2CCCC2=O)ccc1OCc1ccc(Cl)cc1Cl,15%
CCN(CC(=O)Nc1ccc2c(c1)OCCO2)C(=O)/C=C/c1cc(Br)ccc1OC,13%
COc1ccc(N2CCN(C(=O)C3CCCN(S(=O)(=O)c4ccc5c(c4)CCCN5C(C)=O)C3)CC2)cc1 (configuration not stated),9%
Cc1cccc(NC(=O)c2cc(S(=O)(=O)NCc3ccc4c(c3)OCO4)ccc2F)c1C,0%
O=C(CN1CCN(c2ccccn2)CC1)Nc1ccccc1C(=O)Nc1ccccc1,-3%
CCOC(=O)N1CCN(C(=O)C(=O)NNC(=O)COc2ccc(Cl)c(C)c2)CC1,-11%
COc1ccc(CNCCCSc2nnnn2-c2ccccc2)cc1,3%
O=C(CCC(C(=O)c1ccccc1)c1ccccc1)c1ccccc1 (configuration not stated),8%
COc1ccc(NC(=O)c2cc(=O)[nH]c3ccccc23)cc1S(=O)(=O)N1CCOCC1,8%
CCN(CC)C(=S)SCc1csc(CC(=O)Nc2ccccc2C)n1,14%
COc1cc(OC)c(C(=O)NCc2nc(-c3ccccc3)no2)cc1OC,-3%
CCCC(=O)Nc1sc2c(c1C(=O)Nc1ccccn1)CCCC2,16%
O=C(CSc1nc(=O)[nH]c2c1CCCC2)NCc1ccccc1,-3%
CCCn1cc(S(=O)(=O)c2cc(C)ccc2C)c(=O)c2cc(F)c(N3CCCCCC3)cc21,0%
Cc1cc(C(=O)N2CCN(c3cc(Cl)ccc3C)CC2)on1,4%
Cc1c2cnn(CC(=O)N3CCOCC3)c(=O)c2c(C)n1Cc1ccccc1F,-8%
CCOc1ccc(-n2nnc3c(=O)n(CC(=O)N4CCCc5ccccc54)cnc32)cc1,4%
COc1ccccc1CN1CCC(CNC(=O)c2cnn(-c3ccccc3Cl)c2C2CCN(C(=O)OC(C)(C)C)CC2)CC1,4%
O=C(COC(=O)c1cccc(Br)c1)Nc1ccc2[nH]c(=O)[nH]c2c1,-2%
O=C(Nc1cccc(O)c1)c1cccc(S(=O)(=O)N2CCCCCC2)c1,0%
COc1cccc(-n2c(=O)c3c4c(sc3n(Cc3ccccc3C#N)c2=O)CCCC4)c1,-2%
CCOC(=O)C(C)(C)Sc1nc2c(cnn2-c2ccc(Cl)cc2)c(=O)[nH]1,2%
NC(=O)N/N=C/c1c(F)c(F)c(F)c(F)c1F,-21%

# Next section.
SMILES,aSyn yeast rescue
Cc1ccccc1NC(=O)CSc1nc(-c2ccco2)nc2cc(=O)[nH]n12,4%
CC(C)OC(=O)c1ccc(N)cc1,4%
COC(=O)c1c(NC(C)=O)sc(C)c1C,-1%
COc1ccc(NC(=O)c2cccc(NC3=NC4CS(=O)(=O)CC4S3)c2)cc1Cl (configuration not stated),-11%
Cc1cc(NC(=O)c2ccc(-c3ccc(Cl)cc3)o2)cc(-c2nc3ncccc3o2)c1O,6%
Fc1ccc(-c2noc3ncnc(NCc4ccc(Cl)cc4)c23)cc1,-3%
CCOC(=O)C1CCCN(C(=O)c2ccc(C)c(NC(=O)c3nsc4ccccc34)c2)C1 (configuration not stated),-16%
Cc1cccc(C)c1Nc1c(-c2ccc(N3CCOCC3)cc2)nc2ncccn12,7%
CCOC(=O)c1[nH]c(C)c(/C(C)=N\O)c1C,-13%
CC(C)c1ccc(S(=O)(=O)N2CCC(C(=O)N3CCC3)CC2)cc1,2%

# Structures above with an aryl thioether with sulfur outside any ring (11):
SMILES,aSyn yeast rescue
CN(C)CCn1c2c(c(SCC(=O)NCc3ccccc3)nc1=O)CCC2,9%
COc1ccc(Cn2c(SCC(N)=O)nc3c(sc4ccccc43)c2=O)cc1,-2%
CCOC(=O)c1ccc2[nH]c(CSc3nnc(-c4cccc(F)c4)n3C)cc(=O)c2c1,4%
COc1ccc(-n2cnnc2SCC(=O)NC2CC2)cc1,4%
COc1ccc2c(Sc3ccccc3)c(C(=O)NCC(C)c3ccccc3)[nH]c2c1 (configuration not stated),-1%
CC(=O)c1cccc(NC(=O)CSc2nc(=O)n(Cc3cccnc3)c3c2CCC3)c1,2%
CC(=O)Nc1nonc1-c1nnc(SCC(=O)Nc2cc(C)cc(C)c2)n1-c1ccccc1,0%
COc1ccc(CNCCCSc2nnnn2-c2ccccc2)cc1,3%
O=C(CSc1nc(=O)[nH]c2c1CCCC2)NCc1ccccc1,-3%
CCOC(=O)C(C)(C)Sc1nc2c(cnn2-c2ccc(Cl)cc2)c(=O)[nH]1,2%
Cc1ccccc1NC(=O)CSc1nc(-c2ccco2)nc2cc(=O)[nH]n12,4%

# Back to the main list; the 5 compounds before the break are reprinted first.
SMILES,aSyn yeast rescue
Fc1ccc(-c2noc3ncnc(NCc4ccc(Cl)cc4)c23)cc1,-3%
CCOC(=O)C1CCCN(C(=O)c2ccc(C)c(NC(=O)c3nsc4ccccc34)c2)C1 (configuration not stated),-16%
Cc1cccc(C)c1Nc1c(-c2ccc(N3CCOCC3)cc2)nc2ncccn12,7%
CCOC(=O)c1[nH]c(C)c(/C(C)=N\O)c1C,-13%
CC(C)c1ccc(S(=O)(=O)N2CCC(C(=O)N3CCC3)CC2)cc1,2%
Cc1onc(-c2ccccc2Cl)c1C(=O)N1CC(C)CC(C)C1 (configuration not stated),-3%
O=C(Nc1cccc2ncccc12)c1ccc([N+](=O)[O-])o1,-6%
Cc1ccc(S(=O)(=O)N(CCc2ccccc2)CC(=O)Nc2ccccc2C)cc1,3%
Cc1ccc(-n2nc(C)c3c(C(=O)Nc4ccc(Br)c(C)c4)cc(C)nc32)cc1,0%
Cc1ccc(NC(=O)CC2Nc3ccccc3NC2=O)cc1C (configuration not stated),-1%
Cc1ccc(/C=C/C(=O)N2CCC(c3nc4ccccc4o3)CC2)cc1,-7%
COCc1ccc(CN2CCCC(CO)(Cc3cccc(OC)c3)C2)o1 (configuration not stated),-1%
CC1CCCC(NC(=O)C2CCC(CNc3c(N4CCCC4)c(=O)c3=O)CC2)C1C (configuration not stated),-7%
O=C(NCc1ccccc1Cl)c1ccc2c(c1)N(Cc1ccccc1)C(=O)c1ccccc1S2,-5%
COc1cc(/C=C/C(=O)O)cc(S(=O)(=O)Nc2cc(Cl)c(Cl)cc2Cl)c1OC,-7%
O=C(Nc1sc2c(c1C(=O)NCc1ccco1)CCCC2)c1cc(=O)c2cc(Cl)ccc2o1,0%
CCCS(=O)(=O)c1nc(S(=O)(=O)c2ccc(C)cc2)c(N(C)Cc2ccccc2)s1,-2%
Cc1cc(OCC(O)CN2CCc3ccccc3C2)cc(C(C)C)c1 (configuration not stated),11%
CN1CCN(CCNC(=O)c2ccc(CS(=O)c3ccc(Br)cc3)o2)CC1 (configuration not stated),2%
CC(C)CCNC(=O)c1ccc(Cn2c(=O)c3cccn3c3cccnc32)cc1,0%
CCOc1ccccc1C(=O)NCc1ccc2c(c1)CCN2C(C)=O,-1%
CC(=O)c1cccc(NC(=O)c2cccc(S(=O)(=O)N3CCOCC3)c2)c1,2%
Cc1ccc(OCC(=O)Nc2cccc(C(=O)OCc3cc(=O)n4c(C)csc4n3)c2)cc1,17%
OCCCCc1nccc2c1[nH]c1ccccc12,8%
CC(=O)N1c2ccc(S(=O)(=O)NCC3CCC(C(=O)Nc4cccc(C)c4C)CC3)cc2CC1C (configuration not stated),-5%
CN(Cc1c(F)cccc1Cl)C(=O)COC(=O)Cn1cnc2ccccc2c1=O,-24%
Cc1cc(C)c2oc(C(=O)Nc3nc4ccc(Cl)cc4s3)cc(=O)c2c1,0%
Cc1ccc(S(=O)(=O)NCCc2csc3nc(-c4ccccc4F)nn23)cc1C,-1%
CCC(CC)C(=O)OCc1cc(=O)n2nc(C3CC3)sc2n1,8%
C#CCN(C[C@H]1[C@H](OC(=O)Nc2c(C)noc2C)[C@H](OC(=O)Nc2c(C)noc2C)C[C@H]2C(=O)N(c3ccccc3)C(=O)[C@@H]12)S(=O)(=O)c1ccc(C)cc1,-7%
CSc1ccc(CCNC(=O)c2ccc3c(c2)nc2n3CCC(C)C2)cc1 (configuration not stated),-11%
CSc1nc(C(C)C)ccc1CNC(=O)CC(C)c1ccccc1 (configuration not stated),20%
NC(=O)NC(CC(=O)N1CCc2ccccc2C1)c1ccc(Cl)cc1 (configuration not stated),8%
COC(=O)c1ccccc1NC(=O)c1cnc(Nc2ccc(OC)cc2)c2ccccc12,-2%
COCCCNc1nc2cc(OC)c(OC)cc2c2nc(-c3ccccc3)nn12,-8%
O=C(CSc1nc(-c2ccccc2)[nH]c1-c1ccc(F)cc1)NC1CCCC1,-2%
COc1ccc(N2CC(C(=O)Nc3nnc(SCC(=O)NC(C)(C)C)s3)CC2=O)cc1 (configuration not stated),-12%
COc1ccc(NC(=O)Cn2c(=O)n(Cc3ccco3)c(=O)c3cc(OC)c(OC)cc32)cc1,2%
Cc1ccc(NC(=O)c2ccc(NC(=O)N3CCSc4ncccc43)cc2)c(C)c1,6%
O=C(CSc1ncc(CO)n1Cc1ccccc1)Nc1ccc(C(F)(F)F)cc1,-8%
Cc1ccc(N=C2C(=O)Nc3ccc(C)c(Br)c32)cc1,5%
CCCCN(C(=O)CCNC(=O)NC12CC3CC(CC(C3)C1)C2)c1c(N)n(CCCC)c(=O)[nH]c1=O,-6%
COc1ccc(N(CC(=O)NCCc2ccccc2)C(=O)CCC(=O)Nc2nccs2)c(OC)c1,-1%
O=C(c1ccc(CS(=O)Cc2ccc(Cl)cc2)o1)N1CCN(C2CCCCC2)CC1 (configuration not stated),0%
CCC(C)NS(=O)(=O)c1ccc(N2CCCCS2(=O)=O)cc1 (configuration not stated),-4%
Cc1c(O)c2ccccc2oc1=O,-5%
CCc1cc(C(=O)Nc2cnn(Cc3ccccc3C)c2)no1,-17%
COc1ccccc1NC(=O)C1=C(C)Nc2nc(SCc3ccccc3Cl)nn2C1c1ccncc1 (configuration not stated),6%
O=C1[C@H]2[C@H](ON3CCCC[C@H]23)C(=O)N1c1ccc(Cl)cc1,-1%
COc1ccc(NC(=O)Cc2csc(COc3cccc(C)c3)n2)c(OC)c1,-11%
O=C(Nc1cc(Cl)ccc1O)c1cc(-c2ccc3c(c2)OCO3)on1,5%
Cc1ccc2c(c1)sc1nc(-c3cc4cc(Cl)ccc4oc3=O)cn12,-1%
O=C(CCCc1nc2ccccc2s1)NCc1ccc(F)cc1,11%
Cc1ccc(OCC(=O)Nc2cccnc2Cl)cc1C,6%
CCCCCC(=O)N1CC2(CC)CN(C(=O)CCCCC)CC(CC)(C1)C2=O,3%

# The list continues.
SMILES,aSyn yeast rescue
COc1ccc(-n2nnc3c(=O)n(CC(=O)N4CCC(Cc5ccccc5)CC4)cnc32)cc1,7%
COc1ccc(C(CNC(=O)C(C)Sc2ccccc2)N2CCOCC2)cc1 (configuration not stated),2%
O=C(OCc1nc2ccsc2c(=O)[nH]1)c1cccc(S(=O)(=O)N2CCOCC2)c1,0%
CNC(=O)C12N=CNN=C1N(C)C(=O)N2C (configuration not stated),-4%
CCN(C(=O)c1cc2c(=O)[nH]c3ccc(C)cc3c2s1)c1ccccc1F,-2%

# High-throughput results: PubChem BioAssay, National Center for Advancing Translational Sciences (NCATS)
